Bioassay records deposited in PubChem by National Center for Advancing Translational Sciences (NCATS).
KinaseGlo FLuc = blocks Kinase-Glo luciferase, a counter-screen artifact; Kinase-Glo luciferase, ATP luminescence, 8 min; Potency, µM (titrated, usually from 38.3 µM), without a hit: top-dose activity change, negative = inhibition, hits mostly inhibitors; actives 0.28% (n = 200,000); note: potency is the fitted concentration of half-maximal effect; % is set by controls: 0 for no effect and ±100 for the full control effect; nearly all actives have a fitted effect of over 60% in size
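Compounds were added to a substrate mix at pH 7.2 (50 mM imidazole, 10 uM ATP, within the enzyme's linear range), followed by Kinase-Glo detection reagent; luminescence was measured after 8 minutes at ambient temperature.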
LMNA splice mod = modulators of lamin A splicing; HeLa LMNA splicing GFP/RFP minigene ratio, 48 h; Potency, µM (highest dose often 46.1 µM), inactives show at the top dose ratio change, negative = inhibition, usual class: inhibitors; actives 0.01% (n = 200,000); active = well fitted inhibition curve with a large enough effect in the signal ratio, with a control signal flat, not every such curve was filed as active; inconclusive = small, poorly fitted or top-dose-only effect, or effect the other way, or a change in a side signal; the % refers to the signal ratio; note: potency is the fitted concentration of half-maximal effect; % is set by controls: 0 for no effect and ±100 for the full control effect
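S3 HeLa cells stably expressing lamin A-EGFP splicing minigene plus DsRed2, 600 cells/well, 48 h compound exposure at 37C. Laser-scanning cytometry; analysed as GFP (500-530 nm)/RFP (575-640 nm) total intensity ratio; 0.5% DMSO vehicle.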
CBFb RUNX1 block = CBF-beta/RUNX1 interaction disruption. Q01196+Q13951. AlphaScreen CBFb-His/RUNX1-biotin binding, biochemical. Potency, µM (doses to about 59.8 µM), for the others: top-dose activity, negative = inhibition, hits mostly inhibitors. 230,000 tested, under 10 active. AID 1477; note: % of control where 0% means no effect
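Inhibition was taken as any reduction in AlphaScreen signal from the CBF-beta–RUNX1 pair (His and biotin tags, 30 nM each), measured after compound (15 min) and bead (90 min) incubations at room temperature.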
GLA spleen mod = inhibitors or activators of human alpha-galactosidase in spleen homogenate. P06280. human spleen homogenate, 4MU-alpha-Gal fluorescence, 40 min. Potency, µM (highest dose often 80 µM), inactives show at the top dose activity change, negative = inhibition, actives largely listed as inhibitors. actives 0.008% (n = 240,000). AID 2107;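 note: potency is the fitted concentration of half-maximal effect; 0% = enzyme with vehicle and -100% = no enzyme basal signal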
Target sequence (P06280 32-429 limits assumed): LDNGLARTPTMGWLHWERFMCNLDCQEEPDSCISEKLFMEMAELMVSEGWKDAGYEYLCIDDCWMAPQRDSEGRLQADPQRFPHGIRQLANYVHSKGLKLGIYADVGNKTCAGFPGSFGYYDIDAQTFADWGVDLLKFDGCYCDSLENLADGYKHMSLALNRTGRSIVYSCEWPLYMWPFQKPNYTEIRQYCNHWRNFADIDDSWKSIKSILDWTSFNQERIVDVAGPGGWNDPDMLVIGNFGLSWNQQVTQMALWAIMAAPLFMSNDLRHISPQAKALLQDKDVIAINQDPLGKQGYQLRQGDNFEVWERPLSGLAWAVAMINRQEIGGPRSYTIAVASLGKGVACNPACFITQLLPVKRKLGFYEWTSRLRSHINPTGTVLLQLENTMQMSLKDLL
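Inhibition or activation of alpha-galactosidase in human spleen homogenate is scored by 4-MU fluorescence after 40 min at 37C, pH 5.0, with 1 mM substrate. AC50s come from concentration-response fitted to the Hill equation.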
NPSR antagonist = blocks cAMP signaling of the human neuropeptide S receptor. Potency, µM (series often up to 38.3 µM), inactives show at the top dose activity change, negative = inhibition, usual class: inhibitors. CHO-NPSR cells, cAMP TR-FRET, antagonist mode. Q6W5P4. actives 1% (n = 220,000); note: potency is the fitted concentration of half-maximal effect; % is set by controls: 0 for no effect and ±100 for the full control effect; nearly all actives have a fitted effect of over 50% in size; many of its hits are not listed in these tables
Target sequence (Q6W5P4 whole entry, looked up): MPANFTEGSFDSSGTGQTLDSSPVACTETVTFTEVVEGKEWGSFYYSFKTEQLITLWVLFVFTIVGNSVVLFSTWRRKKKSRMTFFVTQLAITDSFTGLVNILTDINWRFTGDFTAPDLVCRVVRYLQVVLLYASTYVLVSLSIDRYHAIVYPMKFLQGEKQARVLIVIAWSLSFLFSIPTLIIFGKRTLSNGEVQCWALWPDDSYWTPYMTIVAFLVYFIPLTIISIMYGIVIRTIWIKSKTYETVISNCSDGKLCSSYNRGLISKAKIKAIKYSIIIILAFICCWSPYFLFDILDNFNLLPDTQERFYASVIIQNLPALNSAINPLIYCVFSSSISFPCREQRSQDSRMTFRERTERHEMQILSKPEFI
IMPase Li inh = cell-permeable IMPase inhibitors with lithium potentiation; Potency, µM (series often up to 59.4 µM), without a hit: at the top dose activity, negative = IMPase inhibition, actives largely listed as inhibitors; CHO-M1 cells, IP1 TR-FRET (IP-One), carbachol + lithium; actives 0.35% (n = 210,000);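 note: IP1 builds up when IMPase is blocked and the TR-FRET signal falls; potency is the fitted concentration of half-maximal effect; plate controls were basal vehicle for no effect and high inhibitor control for full effect; nearly all actives have a fitted effect of over 50% in size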
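Steps: plate 2000 CHO-M1 cells per well and culture 16–30 h; add compound and lithium; incubate 30 min, 37C; add d2-IP1 tracer and Eu cryptate anti-IP1 antibody in lysis buffer; read after 10 min at room temperature.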
Epigenetic derep = epigenetic control regulation, reporter derepression | murine LDR cells, GFP reporter derepression, 30 h | Potency, µM (highest dose often 53.9 µM), inactives show at the top dose GFP activation, hits mostly activators | actives 0.2% (n = 280,000); note: potency is the fitted concentration of half-maximal effect; % of control where 0% means no effect; nearly all actives have a fitted effect of over 60% in size
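Readout is the number of GFP-expressing murine LDR cells, counted by cytometry following washing. Cells were treated with compound for 30 h at 37 C; the stably integrated CMV-GFP locus is normally silent.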
Numbers without * were called inactive; ? = inconclusive; / = not tested or not shown; [ ] = dose if it differs, or a comment. Unless noted, calls come from the whole dose curve; as a rule, active = well fitted curve in the direction sought with a large enough effect; inconclusive = small, poorly fitted or top-dose-only effect, or another doubt; inactive = no such curve, though single readings can be large; an effect the other way counts as inactive or inconclusive.

Results follow in this order: KinaseGlo FLuc	GLA spleen mod	NPSR antagonist	Epigenetic derep	LMNA splice mod	CBFb RUNX1 block	IMPase Li inh
S=C(NCCCN1CCOCC1)Nc1ccc(-c2nc3ccccc3[nH]2)cc1
→ -1.8%	-1.6%	8.0%	1.1%	-14.6%[46 µM]	-21.2%	4.0%
Cc1cc(OCC(=O)OCC(=O)Nc2cc(C(F)(F)F)ccc2N2CCOCC2)ccc1Cl
→ -2.9%	-6.7%	1.7%	2.0%	-12.2%	9.8%	-3.0%
O=C(N/N=C1\CCCc2ccccc21)C(O)c1ccccc1 (configuration not stated)
→ 1.6%	5.5%	-5.9%[46.1 µM]	1.0%	11.7%	-0.5%	24.3%[38.3 µM]
CC(C)c1ccc(NC(=O)COC(=O)COc2ccccc2)cc1
→ /	0.6%	-6.9%[46.1 µM]	-0.9%	-9.7%	2.0%	/
COCc1c(N)c(C)nc(Cl)c1C#N
→ 1.3%	1.0%	-6.4%	1.1%	-5.8%[46 µM]	?	18.6%
CCCCCCCC1=Cc2ccccc2C(CC(=O)c2ccccc2)N1C(=O)OC (configuration not stated)
→ -5.0%[7.66 µM]	-0.8%[17.5 µM]	/	/	-4.0%[9.22 µM]	1.3%[13.1 µM]	0.0%
Cc1occc1C(=O)N/N=C/C=C/c1ccccc1
→ -14.4%	-0.5%	-25.9%	4.8%	6.2%[46 µM]	?	-4.2%
COc1ccc(CNc2ccc(-c3ccc(OC)cc3)nn2)cc1
→ -1.7%	-12.4%	-7.3%[46.1 µM]	0.0%	10.7%	2.2%	-3.7%[38.3 µM]
CC(C)=CCN1CCN(Cc2ccc(C#CC(C)(C)O)cc2)CC1CCO (configuration not stated)
→ 0.3%	-9.8%	-8.2%	8.6%	/	16.4%	15.8%
CCCn1c(=O)c(C(=O)NCc2ccccn2)c(O)c2ccccc21
→ -0.4%	-3.5%	?	-12.7%	?	12.7%	?
CC1=CCC2(CO)COC(c3ccccc3O)C1C2 (configuration not stated)
→ -3.6%	5.6%	2.9%[46.1 µM]	-1.3%	6.9%	-1.9%	5.0%[38.3 µM]
Fc1ccc(-c2nnc(Cc3ccc(Cl)cc3)o2)cc1
→ /	-6.2%	-14.9%	0.0%	/	16.8%	/
COc1ccccc1Oc1c(C)oc2c(CN(C)C)c(O)ccc2c1=O
→ 5.2%	?	6.6%	-1.0%	-5.8%	-3.0%	-12.7%
CCCC(C)NC(C)C(=O)NC1CCCC1 (configuration not stated)
→ /	-7.2%	3.2%[46.1 µM]	0.0%	-9.8%	-1.0%	/
N#CC1=C(N)Oc2c(ccc3cccnc23)C1c1cccnc1 (configuration not stated)
→ 2.5%	?	-4.4%	?	?	?	9.6%
O=C(COC(=O)c1ccc2c(=O)n3c(nc2c1)CCC3)Nc1ccccc1F
→ 1.5%	13.5%	7.7%	0.0%	2.3%	2.3%	-6.2%
O=C(CSc1nccn1-c1ccccc1)Nc1ccc2c(c1)OCO2
→ -3.8%	0.7%	?	2.8%	?	1.7%	3.5%[38.3 µM]
CSc1nc(-c2ccccc2)nn1C(=O)c1ccc(C)cc1
→ -4.9%	-11.2%	7.3%[46.1 µM]	3.4%	-1.7%	2.1%	1.0%[38.3 µM]
CCS(=O)(=O)N1Cc2ccccc2CC1C(=O)NC(C)C12CC3CC(CC(C3)C1)C2 (configuration not stated)
→ -2.9%	-1.0%	?	2.1%	5.0%	-2.3%	37.5%[38.3 µM]
COc1ccccc1C(=O)NNC(=O)c1ccc(Cl)cc1
→ -3.6%	7.3%	3.1%	-1.1%	?	3.1%	7.5%
N#CC1=C(N)Oc2cc(N)ccc2C1C1CC=CCC1 (configuration not stated)
→ -0.5%	0.1%	-4.5%[46.1 µM]	-1.5%	?	-3.2%	5.7%[38.3 µM]
O=C(CSc1nc2nn(-c3ccccc3)c(=O)c-2c2n1CCCCC2)NCCc1ccccc1
→ 0.6%	2.5%	-32.0%	0.1%	-4.4%[46 µM]	-0.4%	21.9%
CC(=O)OC1COC(N2CCc3cc([N+](=O)[O-])ccc32)C(OC(C)=O)C1OC(C)=O (configuration not stated)
→ -4.6%	-6.0%	-16.1%[46.1 µM]	0.0%	10.3%	-2.6%	-4.1%[38.3 µM]
Cc1cc(C)nc(SC(C)C(=O)N/N=C/c2cccs2)n1 (configuration not stated)
→ 1.3%	8.0%	-2.4%[46.1 µM]	-1.0%	10.1%	-3.3%	8.6%[38.3 µM]
C/C(=N\NC(=O)c1c(C)nc2ccccn12)c1cccc([N+](=O)[O-])c1
→ -1.6%	3.0%	15.0%	-2.3%	-8.2%[46 µM]	4.4%	-4.0%
CCN(CC)c1ccc(NC(=O)CC2Oc3ccccc3NC2=O)c(C)c1 (configuration not stated)
→ -2.5%	4.6%	-10.9%[46.1 µM]	3.7%	-17.4%	-8.4%	12.0%[38.3 µM]
COc1ccc(OC)c(CNC(=O)C2CCCN(C(=O)N(C)C)C2)c1 (configuration not stated)
→ 3.6%	-1.4%	1.5%[46.1 µM]	0.0%	6.5%	1.0%	-9.2%[38.3 µM]
CC1CCCCC1NCC(=O)NCc1ccc(F)cc1 (configuration not stated)
→ 1.7%	-0.7%	-2.4%	-0.8%	5.8%[46 µM]	18.2%	20.0%
CC(=O)N1CCN(CC(=O)Nc2cc(S(=O)(=O)N3CCOCC3)ccc2C)CC1
→ 0.9%	-2.6%	10.8%	1.3%	-2.4%[46 µM]	8.1%	-6.1%
Cc1cccc(NC(=O)c2cccc(NC(=O)Cc3cccs3)c2)c1
→ -4.0%	2.8%	16.0%	1.0%	?	5.5%	10.6%
COc1ccc(-n2c(=S)[nH]c3cc(C(=O)Nc4cccc(C)c4)ccc3c2=O)cc1
→ 0.9%	3.0%	-2.0%	0.0%	-3.4%	-2.7%	-19.6%
O=C(COc1ccc(Cl)cc1)N(Cc1ccccc1)c1ccccn1
→ -2.2%	8.5%	-17.7%[46.1 µM]	-1.1%	-0.5%	7.2%	1.2%[38.3 µM]
CC(Oc1ccccc1)c1ccn[nH]1 (configuration not stated)
→ -3.7%	-3.1%	9.1%	1.1%	/	-0.8%	-0.9%
Cc1cc(C)n2nc(-c3ccccc3)cc2n1
→ -11.9%	-7.0%	0.5%	0.0%	/	4.5%	5.7%
CCCc1c(O)nc(SC2CC(=O)N(c3cc(OC)ccc3OC)C2=O)[nH]c1=O (configuration not stated)
→ -2.4%	1.6%	-2.4%[46.1 µM]	-0.7%	9.8%	-2.0%	-4.2%[38.3 µM]
O=C(Nc1cccnc1)c1ccc2c(c1)OCO2
→ -5.7%	-9.2%	-1.1%[46.1 µM]	0.9%	1.9%	0.9%	7.1%
Cc1ccc(C(=O)N2CCCC2)cc1S(=O)(=O)Nc1ccccc1
→ 1.9%	8.3%	-8.3%[46.1 µM]	0.9%	4.9%	7.1%	11.9%[38.3 µM]
O=C(COC(=O)c1ccc(S(=O)(=O)NCc2ccco2)cc1)Nc1ccc(Cl)cn1
→ -1.3%	-1.3%	-4.6%	-0.9%	29.5%[46 µM]	-19.3%	-3.9%
Cc1nc(Nc2nc3ccccc3o2)nc2c1CCC2
→ ?	-8.0%	5.0%[46.1 µM]	-4.2%	-2.3%	4.8%	6.2%[38.3 µM]
O=C(CNC(=O)c1ccco1)OCC(=O)c1ccccc1Cl
→ -2.1%	-0.7%	-5.8%	8.0%	?	5.4%	-0.7%

The last three entries of the section above lead into the next:
Results follow in this order: KinaseGlo FLuc	GLA spleen mod	NPSR antagonist	Epigenetic derep	LMNA splice mod	CBFb RUNX1 block	IMPase Li inh
O=C(COC(=O)c1ccc(S(=O)(=O)NCc2ccco2)cc1)Nc1ccc(Cl)cn1
→ -1.3%	-1.3%	-4.6%	-0.9%	29.5%[46 µM]	-19.3%	-3.9%
Cc1nc(Nc2nc3ccccc3o2)nc2c1CCC2
→ ?	-8.0%	5.0%[46.1 µM]	-4.2%	-2.3%	4.8%	6.2%[38.3 µM]
O=C(CNC(=O)c1ccco1)OCC(=O)c1ccccc1Cl
→ -2.1%	-0.7%	-5.8%	8.0%	?	5.4%	-0.7%
Cc1ccc([N+](=O)[O-])cc1NC(=S)NC(=O)C(C)(C)C
→ -4.6%	18.2%	-26.3%[46.1 µM]	0.6%	2.5%	1.3%	22.8%[38.3 µM]
Cc1ccc2c(Cl)c(C(=O)Nc3cccnc3)sc2c1
→ -1.9%	1.1%	-0.9%	3.5%	?	-2.0%	-17.9%
Cc1ccc2c(CC(=O)Nc3nc(C)cs3)coc2c1
→ 2.0%	4.1%	-11.8%[46.1 µM]	0.0%	-3.8%	2.0%	2.3%[38.3 µM]
CCOc1ccc(Oc2ccccc2NC(=O)CCNC(C)=O)cc1
→ 0.8%	-2.6%	16.4%	1.1%	14.2%[46 µM]	17.6%	-1.3%
COc1ccccc1/C=C/C(=O)N1CCCC1
→ -18.3%	-1.8%	22.1%	4.6%	-0.4%	7.9%	15.4%
NNC(=O)C1CCCN1S(=O)(=O)c1ccc(Cl)cc1 (configuration not stated)
→ -0.4%	2.9%	-52.4%	-5.5%	?	1.0%	1.9%
CCOCC(O)CS(=O)Cc1ccccc1 (configuration not stated)
→ 7.2%	3.0%	-16.8%[46.1 µM]	1.0%	3.9%	2.6%	0.0%[38.3 µM]
COc1ccc(NC(C)C(=O)N/N=C/c2ccccc2OCc2cccc(Br)c2)cc1 (configuration not stated)
→ 1.2%	0.8%	-31.5%	-1.8%	?	?	11.2%
Cc1c(C(=O)NCCn2ccc3ccccc32)cccc1[N+](=O)[O-]
→ 1.3%	-1.8%	-0.2%	0.0%	23.6%[9.22 µM]	0.8%	7.3%

Profiles as entered above. Screens in order: KinaseGlo FLuc, GLA spleen mod, NPSR antagonist, Epigenetic derep, LMNA splice mod, CBFb RUNX1 block, IMPase Li inh
CCOCC(O)CS(=O)Cc1ccccc1 (configuration not stated) across the screens: 7.2%, 3.0%, -16.8%[46.1 µM], 1.0%, 3.9%, 2.6%, 0.0%[38.3 µM]
Cc1ccc2c(Cl)c(C(=O)Nc3cccnc3)sc2c1 across the screens: -1.9%, 1.1%, -0.9%, 3.5%, ?, -2.0%, -17.9%
Cc1c(C(=O)NCCn2ccc3ccccc32)cccc1[N+](=O)[O-] across the screens: 1.3%, -1.8%, -0.2%, 0.0%, 23.6%[9.22 µM], 0.8%, 7.3%

Only part of the results is shown. The share of hits here may be higher or lower than overall.
